# KCNH2 3.1 inh = inhibitors of human KCNH2 3.1 potassium channel isoform; activity change, % (tested at about 1.8 µM); U2OS KCNH2 3.1, thallium flux FluxOr; active compounds read low; actives 0.95% (n = 340,000);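 active = maximum activity change below -70%; inconclusive = maximum activity change from -70% to -50%; inactive = maximum activity change above -50%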;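 note: thallium influx rate constant from kinetic fluorescence after stimulation buffer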
#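 U2OS cells transduced with KCNH2 3.1 mutant virus (1.77 x 10^8 /mL, 4 h), plated overnight at 37 C, loaded 45 min with FluxOr dye plus Red40 quencher. Thallium flux rate constant from kinetic reads after stimulation buffer, normalised to controls.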
# * marks the source's active call; other numbers are inactive results; u = inconclusive. % is set by controls: 0 for no effect and ±100 for the full control effect.
SMILES,KCNH2 3.1 inh
Cc1ccccc1NC(=O)c1cccc(NC(=O)c2ccccc2C(=O)O)c1,2
CC(C)(C)OC(=O)N1CCc2onc(-c3ccc(N)cc3)c2C1=O,21
O=C(Nc1cccc2nsnc12)c1cc2c(cc1Cl)Sc1nccn1S2(=O)=O,-11
COc1ccccc1NC(=S)NN=C(C)c1ccccn1,-1
CCOC(=O)C1(CCOc2ccccc2)CCN(Cc2cccc(OC)c2)CC1,-116*
O=[N+]([O-])c1ccc(N2CCN(c3ccc(Cl)nn3)CC2)cc1NC1CC1,-25
CC(=O)N(c1ccccc1)C(C(=O)c1ccccc1)c1ccccc1 (configuration not stated),0
NC1=CC(=O)C(=O)c2cccnc21,-4
CN(CC(=O)Nc1ccccc1Br)C(=O)c1ccccc1OCc1ccccc1Cl,-7
C[C@@H]1CN([C@@H](C)CO)C(=O)CCCn2nncc2CO[C@H]1CN(C)C(=O)OCc1ccccc1,1
NC(=O)C1CCCN1Cc1ccc2c(c1)OCO2 (configuration not stated),15
O=C(O)c1cccc(Br)c1,1
COCCn1c(=S)[nH]c2cc(C(=O)NCc3ccc(F)cc3)ccc2c1=O,-2
CCOc1cc(C=NNC(=O)CCCC(=O)NN=Cc2ccc(O)c(OCC)c2)ccc1O,-2
CCCOc1ccc(/C(O)=C2/C(=O)C(=O)N(CCN3CCOCC3)C2c2ccccc2)cc1 (configuration not stated),10
CN(Cc1ccc(Cl)c(Cl)c1)C(=O)C1CC(=O)N(c2ccc3c(c2)OCCO3)C1 (configuration not stated),5
CCOC(=O)Sc1nc2ncncc2[nH]1,-2
Nc1c(Cl)cc(-c2csc(NC(CO)c3nc4ccccc4n3CCOCCO)n2)cc1Cl (configuration not stated),20
CC(C)C[C@H]1CNC(=S)N1CC1CCCN1C[C@H](CC(C)C)N1C[C@H](CC(C)C)N(CC2CCCCCC2)C1=S (some centres not stated),-4
CSc1ncccc1C(=O)N1CCCC(N2CCN(c3ccccc3C)CC2)C1 (configuration not stated),7
Cc1cccc(OCCNC(=O)CCc2ccccc2)c1,8
CCC(=NNS(=O)(=O)c1ccc(C)cc1)c1ccc(OC)c(C)c1,3
c1ccc(CCc2ccccn2)cc1,15
COc1ccc2ccc3ccc(OC)c(OC(C)=O)c3c2c1,-3
COc1ccc(CCNS(=O)(=O)c2ccc3c(c2)CC(C)N3C(=O)C2CC2)cc1OC (configuration not stated),5
C[C@H]1CN(CCc2ccccc2)C(=O)[C@@H]1CC(=O)Nc1ccccc1,-14
Cc1c(N(C)S(=O)(=O)c2cccc(C(=O)NCc3cccnc3)c2)c(=O)n(-c2ccccc2)n1C,7
CCN(CC)CC(O)c1ccc2ccc3ccc(O)cc3c2c1 (configuration not stated),2
CN(Cc1ccccc1)CC(O)CN(C)Cc1ccccc1,6
Cc1cccc(NC(=O)CN(C)C(=O)Cc2ccc(-c3ccccc3)cc2)c1C,-3
COc1ccc(NC(=O)c2ccc(NC(=O)c3cccnc3)cc2)cc1,u
CSCCC(NC(=O)c1ccccc1Br)C(=O)N1CCN(C/C=C/c2ccccc2)CC1 (configuration not stated),u
O=C(NCCCN1CCC(Cc2ccccc2)CC1)c1ccc(CS(=O)c2ccccc2Cl)o1 (configuration not stated),-38
COc1ccc(C(=O)N2CCN(S(=O)(=O)c3ccc(Cl)cc3)CC2)cc1S(=O)(=O)N1CCOCC1,-16
CC(NC(=O)OCc1ccccc1)c1ccccc1 (configuration not stated),18
CCOc1ccccc1C(=O)NCC(=O)NCCSc1ccc(Br)cc1,-5
CCCCCCCCCCCCN1[C@@H](CC(C)=O)c2cc(C(F)(F)F)ccc2S1(=O)=O,-4
C=CC1=C(C(=O)O)N2C(=O)[C@@H](NC(=O)/C(=N/OCC(=O)O)c3csc(N)n3)[C@H]2SC1,-7
C[C@H](CO)N1C[C@H](C)[C@H](CN(C)C(=O)c2ccccc2)OCc2ccccc2-c2c(n(C)c3ccccc23)C1=O,-14
Cc1ccc2ccc(C3C(=O)c4ccccc4C3=O)nc2c1,-16

# 4 structures already listed, ordered by SMILES length, largest number first:
SMILES,KCNH2 3.1 inh
CC(C)C[C@H]1CNC(=S)N1CC1CCCN1C[C@H](CC(C)C)N1C[C@H](CC(C)C)N(CC2CCCCCC2)C1=S (some centres not stated),-4
COc1ccc(CCNS(=O)(=O)c2ccc3c(c2)CC(C)N3C(=O)C2CC2)cc1OC (configuration not stated),5
CCOc1cc(C=NNC(=O)CCCC(=O)NN=Cc2ccc(O)c(OCC)c2)ccc1O,-2
CC(C)(C)OC(=O)N1CCc2onc(-c3ccc(N)cc3)c2C1=O,21

# The results go on:
SMILES,KCNH2 3.1 inh
COC(=O)[C@@H](Cc1ccccc1)NC(=O)Cn1cc(C)c(=O)[nH]c1=O,0
CN=C1S/C(=C\c2ccc(O)c(OC)c2)C(=O)N1C,-9
CCCCN1C[C@H](c2ccc(Br)cc2)[C@@H](CC(=O)Nc2ccc(Br)cc2)C1=O,-14
[O-][N+](=Cc1ccccc1)c1ccc(Cl)cc1,6
C#CCN1C(C)=CC(=O)[C@@H](O)[C@H]1c1ccccc1Br,-18
Cn1cnc2c(=O)sc3ccccc3c21,4
Cc1ccc(CN2CC(C(=O)Nc3nc(C)cs3)CC2=O)cc1 (configuration not stated),1
Cc1cc(C)cc(OCc2nc3ncc(Br)cc3[nH]2)c1,0
C[C@H](CO)N1C[C@H](C)[C@@H](CN(C)C(=O)Nc2ccccc2F)Oc2ncc(Br)cc2C1=O,5
COc1ccc(CCNC(=O)CCCn2c(=S)[nH]c3cc4c(cc3c2=O)OCO4)cc1OC,-7
Cc1ccc(NC(=O)COc2ccccc2)c(NC(=O)c2ccccc2C)c1,-48
Cc1cccc(NC(=O)Oc2ccc(Cl)c3cccnc23)c1,11
COc1ccc(-c2cc(C(=O)NCc3ccco3)c3ccccc3n2)cc1OC,-9
Nc1cc(S(=O)(=O)O)cc2ccc(S(=O)(=O)O)cc12,-1
Cc1nc(N)[nH]c(=O)c1CCCNS(=O)(=O)c1ccc([N+](=O)[O-])cc1,-16
COC(=O)c1ccc(CN2CCC(Oc3cccc(C(=O)N4CCCC4)c3)CC2)cc1,-1
Clc1cccc2sc(-c3nnc(-c4ccccc4)o3)c(Cl)c12,4
CC1(C)N=C(c2ccccc2)C(c2ccccc2)=N1,-12
O=C(O)c1cccc2c1Cc1cc([N+](=O)[O-])ccc1-2,1
Cc1ccc2nc(Cl)c(-c3ccccc3)cc2c1,20
O=C1OCC2=C1C(c1ccc3c(c1)OCO3)c1cc3c(cc1O2)OCO3 (configuration not stated),-5
Cn1ncc([N+](=O)[O-])c1C(=O)Nc1ccccc1C#N,3
Nc1nc(SCc2ccccc2)cc(SCc2ccccc2)n1,13
CC(CCc1ccccc1)NC(=O)CN1CCOc2ccccc21 (configuration not stated),-5
Cc1ccc(S(=O)(=O)CCC(=O)Nc2cc(C)on2)cc1,14
N#Cc1ccc(Oc2ccc(C#N)c(C#N)c2)cc1C#N,-5
O=C(NCCNCc1ccccc1)c1ccco1,24
O=C(Cc1cccc(NC(=O)C2CCCN(C(=O)C3CCCCC3)C2)c1)Nc1cccc(C(=O)N2CCCCC2)c1 (configuration not stated),3
O=C(C=Cc1ccccc1)c1cc(Br)ccc1O,-3
S=C(NCCSCc1ccc(Cl)c(Cl)c1)Nc1ccccc1,6
Cn1c(=O)n(CC(=O)Nc2cccnc2)c2ccccc21,8
CC(C)(C)Cc1c(-c2ccccc2)nc2ccc(Cl)cn12,-13
Cc1[nH]c2ccccc2c1C(=O)C(=O)NCc1nnnn1-c1cccc(F)c1,-6
O=C(c1ccccc1)c1ccc(O)c(O)c1O,2
Cc1ccc(NC(=O)c2ccc(OCC3CCCO3)cc2)cc1Cl (configuration not stated),-1
CCN1C(=O)[C@H]2[C@@H](c3ccc(C(F)(F)F)cc3)N[C@]3(CCCN(Cc4ccc(Cl)cc4)C3=O)[C@H]2C1=O,-6
O=C(c1ccccc1)c1ccc2ccccc2c1,-11
Cc1cc(C)c(-c2c(O)c3ccccc3n(C)c2=O)c(C)c1,10
COc1ccccc1N1CCN(C(=O)c2cc(-c3ccccc3)nc3c2cnn3C(C)C)CC1,-2
NCC(=O)NCC(=O)NC[C@H]1O[C@@H](n2ccc(=O)[nH]c2=O)[C@H](O)[C@@H]1O,-2
CCOc1ccc(N2C(=O)CC(N3CCN(c4ccc(C(=O)c5ccncc5)cc4)CC3)C2=O)cc1 (configuration not stated),-27
Cc1cc(C)cc(NC(=S)NCCN2CCOCC2)c1,-5
C[C@H](CO)N1C[C@H](C)[C@H](CN(C)S(=O)(=O)c2ccc(C#N)cc2)OCc2cnnn2CCCC1=O,-32
O=c1[nH]cnc(O)c1C1C=CC=CC=C1,-6
Cc1nc(SCC(=O)Nc2sccc2C(N)=O)c2c(C)c(C)sc2n1,12
COc1ccc(N/C=C/C(=O)c2ccc(C)cc2)c([N+](=O)[O-])c1,-11
CSCCC(NC(=O)c1ccccc1Br)C(=O)NNC(=O)C1COc2ccccc2O1 (configuration not stated),1
O=c1[nH]c2cc([N+](=O)[O-])ccc2c2ccccc12,28
Cc1c(CCNC=O)cc(C)c2c3c(oc12)CCCC3,17
CCc1ccccc1NC(=O)CNC(=O)c1ccc(S(=O)(=O)NCc2ccco2)cc1,5
Cc1ccc(S(=O)(=O)NC(=O)NCc2ccco2)cc1,-7
Clc1ccccc1N1CCN(Cc2c[nH]c3ccccc23)CC1,-26
O=C(c1cc2ccccc2o1)N1CCN(Cc2nc3ccccc3s2)CC1,-15
COc1cccc2cc(C(=O)NC3CC(C)(C)NC(C)(C)C3)c(=O)oc12,5
C#CCN(C[C@@H]1[C@@H](OC(=O)NCc2ccccc2F)[C@@H](OC(=O)NCc2ccccc2F)Cn2c(=O)n(CCCCCC)c(=O)n21)S(=O)(=O)c1ccc(C)cc1,-7
CCOc1ccc(C(=O)N[C@H](C(=O)N2CCN(c3ncccn3)CC2)C(C)C)cc1,5
CC(C)=C(c1ccc(Cl)cc1)c1c(N)ncnc1N,6
O=C(OCC(=O)N1CCN(c2ccccc2)CC1)c1cc(F)c(F)cc1Cl,-8
Cc1ccc(S(=O)(=O)N2C[C@]3(O)C[C@@H]4C(=O)N(c5ccccc5)C(=O)[C@@H]4C[C@]3(OC(=O)NC3CC3)C2)cc1,-6
O=C1Nc2cc(C(=O)NCCN3CCCCCC3)ccc2S/C1=C/c1ccccc1F,-45

# More results.
SMILES,KCNH2 3.1 inh
Cc1ccccc1N1CCN(C2CCCN(C(=O)CSc3ccccn3)C2)CC1 (configuration not stated),0
CCN(CC)C(=O)C1=C(C)N(Cc2ccc(F)cc2)C(=O)C(CC(=O)NC(c2ccccc2)c2ccccc2)C1 (configuration not stated),-23
COc1ccc(/C=C/C(=O)OCC(=O)c2cc(C)ccc2C)cc1,9
O=C(CNC(=O)c1cc(=O)[nH]c2ccc(S(=O)(=O)N3CCOCC3)cc12)Nc1ccc(F)c(F)c1,1

# Entries above with a Cl atom, in the order listed:
SMILES,KCNH2 3.1 inh
O=C(Nc1cccc2nsnc12)c1cc2c(cc1Cl)Sc1nccn1S2(=O)=O,-11
O=[N+]([O-])c1ccc(N2CCN(c3ccc(Cl)nn3)CC2)cc1NC1CC1,-25
CN(CC(=O)Nc1ccccc1Br)C(=O)c1ccccc1OCc1ccccc1Cl,-7
CN(Cc1ccc(Cl)c(Cl)c1)C(=O)C1CC(=O)N(c2ccc3c(c2)OCCO3)C1 (configuration not stated),5
Nc1c(Cl)cc(-c2csc(NC(CO)c3nc4ccccc4n3CCOCCO)n2)cc1Cl (configuration not stated),20
O=C(NCCCN1CCC(Cc2ccccc2)CC1)c1ccc(CS(=O)c2ccccc2Cl)o1 (configuration not stated),-38
COc1ccc(C(=O)N2CCN(S(=O)(=O)c3ccc(Cl)cc3)CC2)cc1S(=O)(=O)N1CCOCC1,-16
[O-][N+](=Cc1ccccc1)c1ccc(Cl)cc1,6
Cc1cccc(NC(=O)Oc2ccc(Cl)c3cccnc23)c1,11
Clc1cccc2sc(-c3nnc(-c4ccccc4)o3)c(Cl)c12,4
Cc1ccc2nc(Cl)c(-c3ccccc3)cc2c1,20
S=C(NCCSCc1ccc(Cl)c(Cl)c1)Nc1ccccc1,6
CC(C)(C)Cc1c(-c2ccccc2)nc2ccc(Cl)cn12,-13
Cc1ccc(NC(=O)c2ccc(OCC3CCCO3)cc2)cc1Cl (configuration not stated),-1
CCN1C(=O)[C@H]2[C@@H](c3ccc(C(F)(F)F)cc3)N[C@]3(CCCN(Cc4ccc(Cl)cc4)C3=O)[C@H]2C1=O,-6
Clc1ccccc1N1CCN(Cc2c[nH]c3ccccc23)CC1,-26
CC(C)=C(c1ccc(Cl)cc1)c1c(N)ncnc1N,6
O=C(OCC(=O)N1CCN(c2ccccc2)CC1)c1cc(F)c(F)cc1Cl,-8

# Assay outcomes: PubChem, National Center for Advancing Translational Sciences (NCATS)

# Only part of the results is shown; rates above refer to the full screens.
